zVAD death inh – blocks zVAD induced death of L929 cells | AID 1377 | viability rescue, % at 10 µM | actives 0.38% (n = 220,000) | L929 zVAD necroptosis rescue, ATP luminescence, 24 h; with zVAD 60 µM;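 active means activation, scaled between plate controls, above about 75%, limit read from the data; inactive means activation under that limit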;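 further: 0% = zVAD with DMSO and 100% = DMSO alone without zVAD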
EBV gp42 block – inhibitors of Epstein-Barr virus glycoprotein 42 | Q1HVG2 | Fluorescence polarization binding assay, mP read-out | inhibition, % (tested at 21.74 µM) | AID 1085 | actives 0.42% (n = 220,000); in the data active means inhibition above about 50%
Target sequence (Q1HVG2 whole entry, looked up): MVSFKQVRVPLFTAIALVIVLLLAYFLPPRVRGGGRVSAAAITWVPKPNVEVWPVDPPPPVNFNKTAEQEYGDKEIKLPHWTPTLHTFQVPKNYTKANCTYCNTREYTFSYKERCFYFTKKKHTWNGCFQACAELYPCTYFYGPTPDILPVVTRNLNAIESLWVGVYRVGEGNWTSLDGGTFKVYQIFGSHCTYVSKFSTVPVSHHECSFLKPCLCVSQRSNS
PERK inhibitor – inhibitors of human PERK kinase; inhibition, % at 5.6 µM; actives 0.17% (n = 220,000); CHO PERK-DD fusion, SEAP luminescence translation reporter; AID 1416; Q9NZJ5;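 active means inhibition above the mean inhibition of all tested compounds plus 3 SD, set separately per screening campaign, cut at about 2.9% in these data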;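 further: PERK kinase domain activated by AP20187 dimerizer at 100 nM; 0% = DMSO with dimerizer and 100% = rapamycin at 8.4 µM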
m-calpain inh – calpain II (pig) inhibition | purified calpain II, fluorogenic peptide substrate, 30 min | actives 0.37% (n = 220,000) | inhibition, % at 16 µM;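 active means inhibition above about 50%, limit read from the data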
Rad51 HR inh – blocks human Rad51 in homologous recombination; Q06609; actives 0.085% (n = 200,000); hRad51 DNA strand exchange, fluorescence dequenching; AID 1385; inhibition, % at 10 µM;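 active means inhibition above 40% at the single screening dose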;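 further: 0% = DMSO control wells and 100% = blanks with heterologous ssDNA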
Target sequence (Q06609 whole entry, looked up): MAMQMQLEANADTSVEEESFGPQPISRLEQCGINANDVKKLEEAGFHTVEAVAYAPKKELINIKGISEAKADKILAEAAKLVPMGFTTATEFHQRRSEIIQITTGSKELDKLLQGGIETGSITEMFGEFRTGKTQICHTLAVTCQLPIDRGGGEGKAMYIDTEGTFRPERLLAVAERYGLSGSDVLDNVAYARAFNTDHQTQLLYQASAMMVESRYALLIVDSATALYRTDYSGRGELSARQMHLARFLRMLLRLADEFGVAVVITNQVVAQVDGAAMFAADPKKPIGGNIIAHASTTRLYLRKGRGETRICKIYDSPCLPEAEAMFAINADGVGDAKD
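Material: hRad51 filaments on single-stranded DNA; Reagent: Donor/quencher-labelled 47-bp dsDNA substrate; Compound: 10 µM final, single point; Schedule: 37 °C 15-min filament assembly, 30-min compound preincubation, 15-min exchange; Technique: FRET fluorescence, excitation 485 nm, emission 520 nm; Benchmarks: control wells and blank wells on each plate.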
TNF necrop inh – inhibitors of TNF-alpha induced necroptosis in Jurkat FADD-/- cells; Jurkat FADD-/- TNF necroptosis rescue, ATP luminescence, 24 h; 0 = TNF only, 100 = no-TNF cells; activation (protection from cell death), % at 10 µM; actives 0.068% (n = 220,000);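 active means activation, meaning protection from cell death, of at least 50% relative to plate controls; inactive means activation below 50%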;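 further: necroptosis triggered by 40 ng/mL TNF-alpha added together with compound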
eIF4E-4G inh – blocks eIF4E binding to eIF4G; P63073+Q04637; TR-FRET eIF4E-eIF4GI(517-606) binding, 2 h; inhibition, % at 21.7 µM; actives 0.37% (n = 220,000); AID 782;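 active means inhibition above about 30%, limit read from the data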;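 further: 0% = full FRET control wells and 100% = background wells lacking eIF4GI fragment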
Cl transport mod – modulates chloride dependent transport by human KCC2. Q9H2X9. KCC2 cells, thallium flux FluoZin-2 fluorescence. B-score of Tl+ flux slope (higher = more flux/activation; lower = inhibition) at 10 µM. actives 2.2% (n = 190,000). AID 1456;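 active means thallium flux slope and its plate-corrected score both differing from the plate sample mean at a set confidence after two filtering rounds, in either direction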;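 further: slope of fluorescence scaled to starting intensity during 10 to 20 s after thallium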
MDM2 E3 inh – blocks human Mdm2 ubiquitin ligase activity | Q00987 | cell-based MDM2 ubiquitination luciferase reporter, 2 h; 0 = plate control, 100 = twice control, blank-subtracted | signal enhancement, % at 5 µM | actives 0.11% (n = 210,000);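 active means signal enhancement of 30% or more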;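 further: luminescence tracks abundance of the self-degrading MDM2-luciferase fusion protein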
Target sequence (Q00987 whole entry, looked up, the tested form may be a part): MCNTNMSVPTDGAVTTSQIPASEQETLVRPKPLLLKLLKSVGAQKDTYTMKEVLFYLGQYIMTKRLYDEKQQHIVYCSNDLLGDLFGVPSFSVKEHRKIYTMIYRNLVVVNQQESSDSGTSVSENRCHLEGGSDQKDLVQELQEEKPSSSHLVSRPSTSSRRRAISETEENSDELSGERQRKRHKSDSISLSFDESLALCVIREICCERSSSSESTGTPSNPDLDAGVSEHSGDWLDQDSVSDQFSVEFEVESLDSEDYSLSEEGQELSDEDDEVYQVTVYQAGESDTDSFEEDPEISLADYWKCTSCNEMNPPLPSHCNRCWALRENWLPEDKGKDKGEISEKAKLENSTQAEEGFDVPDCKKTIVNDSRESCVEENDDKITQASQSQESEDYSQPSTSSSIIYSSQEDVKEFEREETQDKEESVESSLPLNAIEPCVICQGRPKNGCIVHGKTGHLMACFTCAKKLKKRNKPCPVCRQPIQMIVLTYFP
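Material: stable MDM2–luciferase fusion reporter cells / Quantity: 2000 cells/well / Dosing: single 5 µM compound dose, 0.2% final DMSO / Buffer or medium: DMEM / Schedule: 4 h cell settling then 2 h compound exposure, 37 °C / Detection: luminescence with SteadyLite reagent, 15 min at room temperature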
* = called active by the depositor; i = inactive; · = not tested or not shown; & = joins results of further samples; [ ] = remark or other dose.

SMILES	zVAD death inh	EBV gp42 block	PERK inhibitor	m-calpain inh	Rad51 HR inh	TNF necrop inh	eIF4E-4G inh	Cl transport mod	MDM2 E3 inh
O=C(COC(=O)Cc1ccccc1F)Nc1cccc(F)c1	-0.8	-6.2	2.3	-16.7	·	0.4	2.8	-0.29	19.4
N=C(N)c1ccccc1	0.5	5.7	·	2.4	-0.3&-8.6	1.2	-16.9	0.656	5.7
COc1cccc(C(Nc2ccccn2)c2c(NC(=O)c3ccco3)sc(C)c2C)c1 (stereo unspecified)	-0.3	-0.8	0.2	-62.2	12.6	2.7	-1.8	-0.738	-0.2
CCn1c(C)nc2cc(C(=O)N3N=C(CCOC)CC3(O)C(F)(F)F)ccc21 (stereo unspecified)	-0.5	0.3	-0.9	2.7	·	0.7	-13.3	-1.85	·
CC(C)(C)c1ccc(NC(=S)NCCc2ccccn2)cc1	0.9	-15.5	-0.9	1.7	11.7	-12.0	0.8	-0.573	-42.2
Cc1ccc(C(c2sc3nc(C)nn3c2O)N2CCN(c3ccccc3)CC2)cc1 (stereo unspecified)	1.6	-23.8	1.8	-9.0	9.3	-0.3	3.5	·	-5.0
Cc1cc(NS(=O)(=O)c2ccc(NC(=O)CSc3nc4ncc(Cl)cc4[nH]3)cc2)nc(C)n1	0.6	-8.5	0.7	-1.4	-8.8	1.1	-4.6	-0.819	-13.1
COc1ccc(Cl)cc1C(=O)Nc1ccc(NC(=O)c2ccco2)cc1	1.1	-11.1	0.5	-136.4	-6.5	0.3	-17.5[fluorescence artefact?]	1.06	16.2
COc1ccc(-c2csc(Nc3ccccc3)[n+]2Cc2ccccc2)cc1	20.1	-11.3	0.6	30.1	5.6	-0.9	2.4	-0.00391	-5.9
CCOc1cc(C)c(Cl)cc1S(=O)(=O)NC1CC(C)(C)NC(C)(C)C1	0.3	1.0	-0.8	1.1	2.1	3.6	-0.8	-0.141	-9.0
CCOC(=O)N1C/C(=C\c2ccccc2)C(=O)/C(=C/c2ccccc2)C1	-0.1	-5.0	-0.6	-18.6	·	-25.6	-4.0	-0.00821	45.5*
CC1(OC(=O)C2CCCC2)C(=O)C=C2C=C(c3ccsc3)N(CCc3c[nH]c4ccccc34)C=C2C1=O (stereo unspecified)	0.1	-0.1	·	-17.5	6.0	-1.0	-4.7	-1.48	0.3
COC(=O)c1cc2nc(-c3ccc(C)cc3)cc(C(F)(F)F)n2n1	1.3	-17.5	0.4	-82.8	17.5	0.2	-2.6	0.446	-0.2
C/C(=N\NC(=O)CSc1nc2nc(C)cc(C)n2n1)c1ccccc1	-0.2	-2.9	-1.7	3.4	-0.2	0.1	2.9	-0.0325	5.3
COc1cc(C)c(CNc2cccc(C)c2)cc1C	0.8	-6.4	-0.1	16.2	-1.0	0.2	-5.7	0.64	-18.0
Cc1c(Cl)cccc1NC(CC(=O)c1ccccc1)C(=O)O (stereo unspecified)	-0.7	8.4	1.8	16.3	-1.2	2.0	4.8[fluorescence artefact?]	-2.24	15.8
O=C(CSC1=NC2(CCCCCC2)N=C1c1ccccc1)Nc1ccc2c(c1)OCCO2	5.5	-0.5	-1.0	10.8	·	4.5	2.1	-0.149	·
COc1ccc([N+](=O)[O-])cc1NC(=O)CSc1ncccn1	0.1	3.3	0.7	11.9	15.1	0.0	-1.4	0.184	-13.7
CCc1ccc(NC(=S)NNC(=O)c2ccccc2OC(F)F)cc1	3.8	2.3	-0.4	12.4	1.6	-4.8	-3.9	17.9*	-3.5
Cc1ccc(OCCn2c(CCNC(=O)C(C)C)nc3ccccc32)cc1	-0.3	-0.8	0.2	20.6	2.5	0.3	3.1	-0.295	-16.5
O=C(NCCc1nc2ccccc2[nH]1)/C(=C/c1ccco1)NC(=O)c1ccccc1Br	0.4	-12.2	1.0	0.9	8.8	1.7	-2.4	-0.39	-14.8
CCOC(=O)c1cnn(-c2cc(C)cc(C)c2)c1N	8.4	-3.6	-0.4	-28.3	0.0	1.0	-2.5	-0.518	1.2
CC(C)NC(=S)N1CCN(C(c2ccccc2)c2ccccc2)CC1	0.2	11.8	-0.6	19.2	-2.5	-1.9	-1.1	1.6	-7.0
CS(=O)(=O)N(CC(=O)NCCSC1CCCCC1)c1ccc2c(c1)OCO2	-0.1	-14.3	-0.4	11.1	4.5	-0.8	0.9[fluorescence artefact?]	1.02	-15.6
O=C(Cn1nc(-c2ccccc2)c2ccccc2c1=O)NN1CCOCC1	-0.2	-10.6	-0.9	-3.4	-29.3	1.9	-6.4	-0.117	-10.0
Nn1c(SCC(=O)NC2CCCCC2)nnc1-c1ccccc1	1.5	17.1	-0.2	20.1	-5.0	-0.1	5.1	·	-9.8
CC(C)(C)N(Cc1ccccc1)C(=O)COC(=O)Cn1cnc2ccccc2c1=O	1.1	-8.5	0.3	-2.3	-10.2	-0.5	-0.9	-0.569	2.9
COC(=O)c1ccc(/C=C2/SC(=S)N(CCCC(=O)Nc3ccccn3)C2=O)cc1	-0.4	-12.4	0.8	-5.3	·	8.6	1.8	0.447	4.1
CCSc1nc(N2CCCCC2)c2c(c1C#N)CCCC2	-0.5	-9.6	0.8	-21.6	5.1	-1.1	-15.8	0.858	-9.1
O=C(Nc1ccc(N2CCCC2)cc1)c1cccc(F)c1	2.3	-16.1	1.8	-12.6	-8.2	-7.5	4.9	·	-5.4

Results in Rad51 HR inh, PERK inhibitor and MDM2 E3 inh (5 entries from above):
SMILES	Rad51 HR inh	PERK inhibitor	MDM2 E3 inh
CCn1c(C)nc2cc(C(=O)N3N=C(CCOC)CC3(O)C(F)(F)F)ccc21 (stereo unspecified)	·	-0.9	·
CC(C)(C)c1ccc(NC(=S)NCCc2ccccn2)cc1	11.7	-0.9	-42.2
Cc1ccc(C(c2sc3nc(C)nn3c2O)N2CCN(c3ccccc3)CC2)cc1 (stereo unspecified)	9.3	1.8	-5.0
Cc1cc(NS(=O)(=O)c2ccc(NC(=O)CSc3nc4ncc(Cl)cc4[nH]3)cc2)nc(C)n1	-8.8	0.7	-13.1
COc1ccc(Cl)cc1C(=O)Nc1ccc(NC(=O)c2ccco2)cc1	-6.5	0.5	16.2

(listing goes on)
SMILES	zVAD death inh	EBV gp42 block	PERK inhibitor	m-calpain inh	Rad51 HR inh	TNF necrop inh	eIF4E-4G inh	Cl transport mod	MDM2 E3 inh
Cc1nc2cc(NC(=O)CCS(=O)(=O)c3ccccc3)ccc2s1	1.1	-25.3	0.7	-6.9	-8.7	0.8	0.9	0.356	-14.1
COc1cccc(NC(=O)c2csc3c2CCCC3)c1	69.0	4.3	0.1	26.0	2.5	0.2	-2.4	0.174	-10.0
Cn1cc(Br)c(C(=O)Nc2c(F)c(F)c(F)c(F)c2F)n1	1.3	-20.6	0.6	0.2	8.2	0.7	-0.6	-3.61*	-6.0
Cc1ccc(-n2c(C)nc3oc4ccccc4c(=O)c3c2=O)cc1	-0.1	17.6	0.4	-36.8	-11.5	-4.5	11.6	·	-9.7
CN(CC(=O)NC(=O)NCc1ccccc1)Cc1ccc(Cl)cc1	1.7	-3.8	0.1	36.9	1.5	3.2	-4.6[fluorescence artefact?]	-0.911	-8.9
Cc1ccc(C(=O)O)cc1NC(=O)c1cccs1	-0.6	-13.5	0.9	10.5	1.6	-0.3	4.1	0.302	18.1
Cc1cc(C(F)(F)F)nn1CC(=O)NNC(=S)NCC(C)C	-0.1	-22.6	0.0	-49.7	-5.4	0.2	-6.9[fluorescence artefact?]	-0.0464	-6.5
CCC(=O)Nc1sc2c(c1C(N)=O)CCC2	52.2	-22.0	1.0	-18.5	-2.6	-1.1	-15.5	·	-16.3
Cc1cc2nnc(SCC(=O)NCc3cccs3)n2c(N)n1	-0.1	-19.1	0.8	-14.1	-7.5	-2.8	0.6[fluorescence artefact?]	-0.0931	-1.7
CNC(=O)c1nc[nH]c1C(=O)NC	-0.1	1.7	0.7	-13.9	3.3	-2.1	0.5	1.97	15.1
C(CNC1C2CC3CC(C2)CC1C3)CN1CCOCC1 (stereo unspecified)	-0.1	-5.3	0.4	-0.7	-78.0	1.6	-5.0	-0.852	·
O=S(=O)(c1cccc2nsnc12)N1CCN(c2ccccc2F)CC1	8.3	-6.1	0.5	35.9	3.6	0.6	0.6	0.0906	-7.2
Cc1nn(-c2ccccc2)c(N2CCCC2)c1/C=N/NC(=O)C1CC1	20.1	3.6	-0.3	32.5	3.6	0.4	3.8	-0.227	-13.2
COc1ccc(OC)c(/C=C/C(=O)OCC(=O)c2c(N)n(C)c(=O)n(C)c2=O)c1	1.0	-26.2	0.6	i	6.3	0.6	2.6	-0.442	0.0
Cc1cccc(-c2nsc(SCC(=O)Nc3cc(C)on3)n2)c1	-0.3	-20.1	0.0	19.4	-2.9	-0.5	-12.8	0.757	-17.5
O=C(Nc1cccc(NC(=O)c2sc3ccccc3c2Cl)c1)c1ccco1	1.3	7.3	-0.1	-5.5	1.9	1.3	-2.5	-0.325	-9.5
O=C(c1cc2cc(Cl)ccc2oc1=O)N1CCOCC1	0.5	3.8	0.7	-33.2	1.4	-0.9	2.5	·	-8.8
NC(=O)c1ccccc1OCCOCCOCCOc1ccccc1C(N)=O	-0.5	-12.2	0.5	-41.6	6.8	-0.9	2.0[fluorescence artefact?]	-0.898	-13.3
O=C(CSc1nccn1-c1cccc(Cl)c1)NC1CCCC1	-0.1	-4.8	-1.3	-36.5	-2.7	0.0	3.8	-0.237	-4.5
Clc1cccc(Cl)c1CSc1nnc(-c2ccncc2)s1	-0.2	1.1	0.4	10.4	-3.0	-13.8	9.2	-0.832	-6.2
Cn1c(=O)[nH]c(=O)c2c1nc(NCCCn1ccnc1)n2Cc1cccc(Br)c1	0.0	-20.8	0.1	-3.5	7.4	-2.7	1.1[fluorescence artefact?]	0.916	-16.8
O=C(CSCc1c(F)cccc1Cl)NCc1ccco1	-0.1	-10.7	-0.2	-1.0	8.8	-2.3	-5.2	-0.904	-17.7
Cc1ccc(NC(=O)Nc2ccc3c(c2)nc(C)n3C)cc1	5.1	-20.2	0.7	-49.2	·	2.8	0.5	0.891	-65.5
CCOC(=O)c1c(-c2ccc(C)cc2)csc1/N=C/N(C)C	-0.8	-8.3	0.3	2.6	12.7	-2.9	0.1	0.288	-4.9
Cc1ccc(C(=O)Nc2ccccc2NC(=O)c2ccc(C)o2)o1	1.5	-0.5	-0.3	5.9	6.7	1.6	-10.9	-0.0382	-16.4
COc1ccc2cc(C3CC(c4ccco4)=NN3S(C)(=O)=O)c(Cl)nc2c1 (stereo unspecified)	1.3	-1.7	-0.1	-11.3	5.8	1.2	-1.8	0.515	-14.6
Cc1nc(NC2=NCN(C3CCCCC3C)CN2)nc2ccccc12 (stereo unspecified)	-0.2	-15.1	0.1	-18.8	-3.4	1.7	-5.7	-0.00662	-16.4
CCOC(=O)c1sc(NC(=O)CSc2nc(-c3ccco3)cc(C(F)(F)F)n2)c(C#N)c1C	0.1	-12.0	0.7	-107.0	-2.7	-2.2	-27.7	0.872	-1.3
CCOc1ccc(-n2c(=O)c3c4c(sc3n(CC(=O)NCC3CCCO3)c2=O)CCCC4)cc1 (stereo unspecified)	3.0	-11.6	-0.7	44.9	-3.0	-1.1	-3.6	-2.1	-14.2

Screening data: PubChem BioAssay, several laboratories
